LMPTP inh – blocks human LMPTP phosphatase; recombinant LMPTP-A, OMFP fluorogenic substrate, fluorescence intensity; AID 651560; inhibition, % at 20 µM; 360,000 tested, 0.22% active;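 active = compounds that cut the enzyme signal by at least half of the control window in the single-dose screen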;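 also: plate controls were DMSO wells with enzyme plus substrate for no effect and substrate without enzyme for full effect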
Target sequence (P24666 whole entry, looked up): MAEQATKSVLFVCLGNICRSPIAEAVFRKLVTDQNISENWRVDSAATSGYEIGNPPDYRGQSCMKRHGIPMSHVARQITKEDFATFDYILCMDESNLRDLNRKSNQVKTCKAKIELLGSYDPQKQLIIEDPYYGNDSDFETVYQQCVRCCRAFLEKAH
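Test system: LMPTP-A phosphatase enzyme. Amount: LMPTP-A at 0.625 nM final in the reaction. Reagent: OMFP substrate, 400 µM final. Times: 50 min at room temperature. Signal: endpoint fluorescence intensity from OMFP dephosphorylation. Read-out basis: % inhibition. Benchmarks: no-enzyme and uninhibited controls.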
Scp-1 inhibitor – inhibitors of human Scp-1 phosphatase; Q9GZU7; Recombinant Scp1, phosphopeptide, malachite green phosphate absorbance; inhibition, % at 20 µM; 340,000 tested, 0.88% active;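 active = inhibition above about 50% at 20 µM, limit read from the data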;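 also: plate controls were DMSO wells with enzyme for no effect and wells lacking enzyme for full effect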
Target sequence (Q9GZU7 76-261 limits assumed): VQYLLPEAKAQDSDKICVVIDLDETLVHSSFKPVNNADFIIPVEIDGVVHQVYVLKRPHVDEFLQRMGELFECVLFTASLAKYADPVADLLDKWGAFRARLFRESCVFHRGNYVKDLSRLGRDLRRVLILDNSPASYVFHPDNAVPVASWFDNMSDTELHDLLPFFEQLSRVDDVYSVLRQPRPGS
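Material: truncated SCP-1 phosphatase (76-261aa) / Buffer or medium: 50 mM Tris acetate pH 5.5, 0.005% Tween-20, 10 mM MgCl2 / Compound dosing: one concentration, 20 µM, with 1.0% DMSO / Incubation: 45 min room-temperature reaction, 5 min colour, 30 min stabiliser / Detection: colorimetric free-phosphate detection, absorbance 630 nm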
DNMT1 inh – blocks human DNA methyltransferase DNMT1 | 360,000 tested, 0.83% active | P26358 | AID 588458 | DNMT1 molecular beacon, Hinp1I cleavage, fluorescence | inhibition (reported as % activation of signal), % at 10 µM; in the data active = inhibition above about 50%
TbMetRS inhib – Trypanosoma brucei MetRS inhibition; purified T. brucei MetRS, ATP depletion, Kinase-Glo luminescence; inhibition, % at 11.9 µM; 360,000 tested, 0.4% active;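 active = inhibition above a per-plate cutoff of the control wells' mean inhibition plus 3 SD, cut at about 5.5% in these data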;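 also: 0% = DMSO wells median and 100% = median of wells with control inhibitor compound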
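technique = Kinase-Glo luminescence, ATP depletion format | system = purified MetRS (methionyl-tRNA synthetase) enzyme from Trypanosoma brucei | timing = 15 min preincubation, 2 h reaction, all 25 °C | evaluation = percent inhibition versus plate control medians | dosing = single dose, 11.9 µM final nominal, 0.9% final DMSO | also added = substrates ATP, L-methionine and bulk Escherichia coli tRNA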
Rpn11 inh – inhibitors of human proteasome Rpn11; 360,000 tested, 0.59% active; human 26S proteasome, Ub4-pepOG fluorescence polarization; 20S core pre-blocked with epoxomicin; O00487; AID 588493; calls only at 20 µM;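 active = inhibition at 20 µM, scaled to each plate's controls, above about 33%, limit read from the data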
STEP block – STEP (human) phosphatase inhibition; P54829; recombinant STEP, OMFP fluorogenic substrate, fluorescence; inhibition, % at 20 µM; 360,000 tested, 0.25% active; AID 588621;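 active = inhibition at 20 µM, scaled per plate between control wells, above about 37%, limit read from the data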;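 also: 0% = DMSO with enzyme and substrate and 100% = substrate only without enzyme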
Target sequence (P54829 whole entry, looked up): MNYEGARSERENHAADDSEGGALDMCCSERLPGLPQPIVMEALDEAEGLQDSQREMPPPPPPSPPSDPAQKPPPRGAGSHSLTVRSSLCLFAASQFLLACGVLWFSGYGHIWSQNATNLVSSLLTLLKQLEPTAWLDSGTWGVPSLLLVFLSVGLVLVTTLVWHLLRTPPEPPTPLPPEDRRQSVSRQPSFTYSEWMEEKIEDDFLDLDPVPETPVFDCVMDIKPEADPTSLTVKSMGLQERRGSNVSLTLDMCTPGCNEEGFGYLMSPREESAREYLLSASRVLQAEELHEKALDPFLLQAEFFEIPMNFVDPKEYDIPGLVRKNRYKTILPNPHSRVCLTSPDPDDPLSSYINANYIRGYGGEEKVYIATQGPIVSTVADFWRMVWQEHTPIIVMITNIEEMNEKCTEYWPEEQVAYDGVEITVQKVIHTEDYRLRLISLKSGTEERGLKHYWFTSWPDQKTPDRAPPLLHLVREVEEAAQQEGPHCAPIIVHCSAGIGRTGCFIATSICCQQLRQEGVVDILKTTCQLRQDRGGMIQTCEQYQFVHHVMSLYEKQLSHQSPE
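medium = Bis-Tris buffer pH 6.0, 2.5 mM DTT, 0.005% Tween 20 | test system = STEP (striatal-enriched tyrosine phosphatase) enzyme, cell-free | measure = normalized % inhibition | compound dosing = 20 µM, 1% DMSO | also added = 25 µM OMFP | schedule = reaction 20 min, ambient temperature | measured by = fluorescence read at 480 nm ex / 540 nm em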
SUMO1 PPI mod – modulators of human SUMO1-mediated protein-protein interactions | AID 602429 | inhibition, % at 20 µM | SUMO1 binding to a labelled peptide, TR-FRET, 1 h | 360,000 tested, 0.33% active; in the data active = inhibition above about 37%
Target sequence (P63165 whole entry, looked up): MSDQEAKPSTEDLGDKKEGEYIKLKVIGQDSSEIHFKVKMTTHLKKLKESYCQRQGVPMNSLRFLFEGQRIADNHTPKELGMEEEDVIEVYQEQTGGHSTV
MLLE-PAM2 inh – inhibitors of microRNA-mediated deadenylation, human PABP1 MLLE binding | 360,000 tested, 0.36% active | GST-MLLE / FITC-PAM2 fluorescence polarization | AID 588489 | inhibition, % at 20 µM; in the data active = inhibition above about 35%, passing the limit was not always enough;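 also: plate controls were DMSO wells with GST-MLLE for no effect and wells lacking GST-MLLE protein for full effect; some results filed as inactive read as strong as hits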
NadD block – blocks S. aureus nicotinate mononucleotide adenylyltransferase; inhibition, % at 20 µM; purified NadD enzyme, colorimetric absorbance read-out; 360,000 tested, 0.78% active; in the data active = inhibition above about 26%; also: some compounds past the cut are filed as inactive
CSN deneddyl inh – blocks human CSN-mediated cullin deneddylation. Q92905. Purified CSN, SCF-Nedd8-OG deneddylation, fluorescence polarization. inhibition, % at 12.5 µM. 360,000 tested, 0.38% active;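 active = pattern-corrected inhibition above about 35%, with an unprinted fluorescence ratio check between 0.5 and 1.5, limit read from the data, passing the limit was not always enough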;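 also: 0% = enzyme with substrate and 100% = substrate without enzyme; some results filed as inactive read as strong as hits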
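Assay system: purified human Csn5 enzyme expressed in HEK293T cells; Input: 0.24 nM Csn5 enzyme, final concentration; Reagent: 10 nM SCFSkp2-Nedd8OG; Compound dosing: 12.5 µM single point; Times: reaction 90 min, room temperature; Technique: fluorescence polarization readout.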
Starred values were filed as active, the others as inactive; i = inactive; . = not tested or not shown.

SMILES | LMPTP inh | Scp-1 inhibitor | DNMT1 inh | TbMetRS inhib | Rpn11 inh | STEP block | SUMO1 PPI mod | MLLE-PAM2 inh | NadD block | CSN deneddyl inh
CC(=O)N1N=C(c2cccs2)CC1c1ccc(Br)cc1 (centres undefined) | 1.3 | -10 | -6 | -0.2 | i | 4 | 0 | 9 | -4 | -3
CCN(CC)S(=O)(=O)c1ccc(Cl)c(C(=O)Nc2nnc(C)s2)c1 | -0.1 | -7 | 2 | -0.1 | i | 0 | 3 | -1 | 4 | 1
CCOc1ccc(NC(=O)N2CCC(c3nc4ccccc4o3)CC2)cc1 | 0.4 | 7 | 1 | -0.1 | i | -2 | 0 | -10 | -2 | -5
COc1ccc(/C=C/C(=O)NCC(=O)N/N=C/c2cc(Br)ccc2OCc2ccccc2)cc1 | 2.7 | 0 | 31 | -0.1 | i | -6 | 2 | -3 | 28* | 1
CS(=O)(=O)N(CC(=O)N1CCCC1)c1ccc(F)cc1 | -1.1 | . | 2 | 0.5 | i | 0 | 5 | -18 | -2 | 3
On1nnc2ccc(C(F)(F)F)cc21 | -1.0 | -3 | 1 | -0.1 | i | -2 | 0 | -7 | 2 | 6
Cc1cc(C(=O)COc2ccc(C#N)cc2)c(C)n1CC1CCCO1 (centres undefined) | 0.3 | -7 | -6 | -0.4 | i | -5 | 2 | -10 | -1 | 3
Cc1cc(-c2nnc(CCC(=O)NCC(C)c3ccccc3)o2)no1 (centres undefined) | 0.0 | -2 | 2 | 0.6 | i | -2 | 2 | 5 | 3 | -2
COc1ccc(NC(=O)c2onc(C)c2Cl)cc1OC | 0.4 | 4 | -4 | -1.2 | i | 0 | -6 | 11 | 6 | 2
CCC(C(=O)N1CCOCC1)n1nc(C)c2c(C)n(-c3ccccc3)nc2c1=O (centres undefined) | -1.1 | -7 | 3 | -0.3 | i | 1 | 2 | 12 | 1 | -2
O=C(NCCSc1ccc(Br)cc1)c1ccc2nc[nH]c2c1 | 2.6 | 45 | 3 | 0.6 | i | 1 | 6 | -10 | 3 | 3
O=C(CN1CCN(c2ccc(F)cc2)CC1)OCc1ccccc1 | -0.6 | -8 | 0 | -0.3 | i | 0 | -1 | 0 | -3 | -2
COc1ccc2c(c1)cc(C(=O)O)n2C | -0.6 | -7 | 1 | -0.9 | i | 1 | -2 | -10 | -4 | -2
Cc1cccc(NC(=O)C2CCCN2C(=O)OCC(C)C)c1C (centres undefined) | -1.2 | -11 | -2 | -0.5 | i | -3 | -3 | -2 | 10 | 2
Cc1ccc(OCCCN2CCOCC2)cc1 | -1.6 | 9 | 8 | -0.9 | i | -2 | 4 | 0 | -1 | 2
Cc1cc(C)cc(C(=O)Nc2ccc(N3CCN(S(C)(=O)=O)CC3)cc2)c1 | -1.7 | -2 | 2 | 0.3 | i | 0 | -3 | -12 | 6 | -20
CC(=O)Nc1ccc(S(=O)(=O)N(C)CC(=O)OCC(=O)N2CCCCCC2)cc1 | -0.9 | -8 | -1 | -0.3 | i | -2 | 0 | 6 | -1 | -4
CCN(c1ccc(NC(=O)COC(=O)CCc2cc(OC)c(OC)c(OC)c2)cc1)C(C)C | -1.2 | -2 | -6 | -0.9 | i | 0 | 4 | -6 | -7 | 1
COc1ccc(S(=O)(=O)N(CC(=O)NCCSc2ccccn2)c2ccccc2)cc1 | -0.3 | -7 | 0 | -0.7 | i | 4 | 4 | -2 | -7 | 4
COc1ncnc2c1ncn2CCCN(C)CCc1ccccn1 | -1.3 | . | 0 | -1.6 | i | -2 | -1 | 6 | 3 | 4
COc1ccccc1CNC(=O)C(NC(=O)c1ccc(C)cc1)C(C)C (centres undefined) | -0.8 | -6 | -2 | -0.5 | i | 0 | 3 | -2 | 5 | -4
CC(=O)Nc1ccc(NC(=O)C(C)Sc2n[nH]c(-c3ccc(C)cc3)n2)cc1 (centres undefined) | -0.4 | -5 | 1 | 0.2 | i | 2 | 1 | -37 | 0 | 2
O=C(NCCCN1CCCC1=O)c1cccc(S(=O)(=O)N2CCN(c3ccccc3)CC2)c1 | -0.5 | -2 | -2 | 0.6 | i | 0 | 0 | 2 | 1 | -1
CCn1cnc2sc(C(=O)O)c(C)c2c1=O | -0.7 | 2 | 2 | 0.6 | i | 0 | 2 | -8 | -5 | 5
COc1ccc(CCn2c(=N)c(C(=O)NCC3CCCO3)cc3c(=O)n4cccc(C)c4nc32)cc1OC (centres undefined) | 1.4 | 3 | 4 | 0.5 | i | 2 | 0 | 6 | -7 | 1
CN(C(=O)COC(=O)C12CC3CC(CC(Cl)(C3)C1)C2)C1(C#N)CCCCC1 | -0.8 | -12 | -1 | -0.5 | i | 1 | -14 | -7 | -14 | -4
NC(=O)c1cc2ccccc2o/c1=N/NC(=O)c1cccc(Cl)c1 | -1.4 | -1 | -1 | 0.2 | i | 0 | -18 | -7 | -5 | 8
CCOc1ccc(OCCC(=O)N(CCC(C)C)c2c(N)n(Cc3ccccc3)c(=O)[nH]c2=O)cc1 | -0.6 | 4 | 2 | -0.3 | i | -4 | 0 | 5 | 0 | 3
COc1cc(C)nc(N2CCCC(C(=O)Nc3cccc(Cl)c3Cl)C2)n1 (centres undefined) | 0.4 | -7 | 0 | -0.2 | i | -3 | -1 | 10 | -1 | 7
COc1ccc(NS(=O)(=O)c2ccc3oc(=O)ccc3c2)cc1 | -0.8 | 0 | 2 | -0.2 | i | 0 | -6 | -3 | -6 | 2
C=CCc1c(C)c(C#N)c2nc3ccccc3n2c1N1CCCCC1 | -0.2 | 3 | 1 | -0.4 | i | 2 | -15 | -9 | -3 | 1
O=C(Nc1ccccc1)N(CCc1nc2ccccc2[nH]1)C1CCCC1 | 0.7 | 0 | -2 | -0.5 | i | -1 | -1 | -5 | -12 | -2
Cc1cc2oc(=O)c(CC(=O)NCCCO)c(C)c2c2occ(C(C)(C)C)c12 | -0.5 | -4 | -1 | -1.1 | i | 4 | -19 | -12 | -8 | -7
Cc1cc(C)cc(NC(=O)NCc2c(-c3ccccc3)noc2C)c1 | 1.3 | -13 | -1 | -0.9 | i | -2 | -1 | -3 | -8 | 4
COCCN(C(=O)CCC(=O)Nc1cc(C)on1)C(C(=O)NC(C)(C)C)c1ccccc1Cl (centres undefined) | -0.7 | 1 | 2 | 0.2 | i | 1 | 1 | -16 | -2 | -2
Cc1ccc(NC(=O)CSc2nnc(Cc3csc(C)n3)o2)c(C)c1 | -1.8 | 0 | 0 | -0.6 | i | 0 | 3 | -13 | -6 | 2
CC(C)(C)NS(=O)(=O)c1cc2c3c(c1)CCN3C(=O)CC2 | -0.8 | 0 | 4 | -0.2 | i | 0 | 5 | 9 | 0 | 3
ON1C(c2ccc(Cl)cc2Cl)N(O)[C@H]2CCCC[C@H]21 (some centres undefined) | -0.9 | -18 | -1 | -0.7 | i | -3 | -1 | 8 | -4 | 1
CC(C)NC(=O)C(c1ccc(F)cc1)N(Cc1ccco1)C(=O)CCC(=O)Nc1ccccn1 (centres undefined) | 0.3 | -9 | 2 | -0.3 | i | 2 | 3 | 0 | -8 | 2
COc1ccc(S(=O)(=O)N2CCCCC2)cc1NC(=O)Cn1c(=O)cnc2ccccc21 | 1.1 | 0 | -2 | -0.4 | i | -6 | 1 | -14 | 4 | -3
CC(SCCc1ccccn1)C(=O)O (centres undefined) | 0.0 | -6 | -2 | -1.0 | i | 0 | 2 | 7 | 7 | 1
O=C(NC(=S)NCC1CCCO1)c1ccccc1Br (centres undefined) | -1.2 | -8 | 2 | -0.1 | i | 0 | -1 | -4 | -4 | -6
Cc1onc(-c2ccccc2Cl)c1C(=O)N1CCN(c2cccc(Cl)c2)CC1 | 1.0 | -9 | -6 | -0.9 | i | 1 | 8 | -9 | 5 | 8
CCC(C(=O)NC(C)(C)C)n1c(C(c2ccccc2)c2ccccc2)nc2ccccc21 (centres undefined) | 0.7 | . | . | -0.3 | . | . | -5 | . | . | 0
CN1C(C)(C)CC(=NOC(=O)c2ccccc2)CC1(C)C | -2.1 | -3 | 2 | -0.6 | i | -1 | 1 | 0 | -2 | -4
O=C(c1ccco1)c1nc2c(n1O)CCCCC2 | -1.4 | -1 | 48 | -1.2 | i | -1 | 6 | 3 | 0 | -2
COc1ccc(F)cc1S(=O)(=O)N1CCN(Cc2ccc3c(c2)OCO3)CC1 | -2.9 | 2 | 0 | -0.7 | i | 2 | -2 | 0 | -4 | 0
O=C(CCNS(=O)(=O)c1ccccc1C(F)(F)F)Nc1ccncc1 | -3.9 | -10 | 3 | 0.0 | i | -3 | -1 | 8 | -5 | -2
Cc1sc2nc(SCC(=O)Nc3cccc(C(=O)O)c3)[nH]c(=O)c2c1C | -0.5 | -1 | 2 | -0.3 | i | 5 | 17 | 0 | 1 | 2
CCN(CC(=O)Nc1c(F)cccc1F)C(=O)c1ccc(OCc2c(C)noc2C)cc1 | -1.4 | 10 | 3 | -0.1 | i | -2 | 6 | 15 | -6 | -1
COc1ccc(/C=N/N(C)C2=NS(=O)(=O)c3ccccc32)cc1OC | -0.5 | 1 | -8 | -0.9 | i | -3 | 27 | -4 | 0 | -5
CC(=O)Nc1cc2oc3ccccc3c2cc1[N+](=O)[O-] | -1.0 | 0 | 3 | -0.2 | i | 2 | -31 | -6 | -3 | 3
Cc1sc2c(c1C)CN(Cc1ccncc1)CN2C(=O)c1ccco1 | -1.3 | -3 | -2 | -0.8 | i | -2 | -14 | 17 | 4 | 6
CCOC(=O)/C(=N\Nc1cc(Cl)ccc1Cl)N1CC(C)OC(C)C1 (centres undefined) | 2.2 | -6 | 2 | -0.3 | i | 2 | -2 | -4 | -4 | -1

An excerpt from above in order of length of the SMILES, low to high.
SMILES | LMPTP inh | Scp-1 inhibitor | DNMT1 inh | TbMetRS inhib | Rpn11 inh | STEP block | SUMO1 PPI mod | MLLE-PAM2 inh | NadD block | CSN deneddyl inh
Cc1sc2c(c1C)CN(Cc1ccncc1)CN2C(=O)c1ccco1 | -1.3 | -3 | -2 | -0.8 | i | -2 | -14 | 17 | 4 | 6
ON1C(c2ccc(Cl)cc2Cl)N(O)[C@H]2CCCC[C@H]21 (some centres undefined) | -0.9 | -18 | -1 | -0.7 | i | -3 | -1 | 8 | -4 | 1
CC(C)(C)NS(=O)(=O)c1cc2c3c(c1)CCN3C(=O)CC2 | -0.8 | 0 | 4 | -0.2 | i | 0 | 5 | 9 | 0 | 3
